CHRM1 agonist: human M1 muscarinic receptor agonists, primary screen, Fluo-8 calcium fluorescence, CHO-K1 cells, HTS; Muscarinic acetylcholine receptor M1 (Homo sapiens), P11229; activation, % at 3 µM; 360,000 tested, 0.33% active; CHO-K1 hM1, agonist mode; 0% DMSO, 100% acetylcholine EC100;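 active = activation above the run's mean compound activation plus 3 SD, cut at about 16% in these data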;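 also: peak over basal fluorescence ratio within a 140 s kinetic read after compound addition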
Target sequence (P11229 whole entry, looked up): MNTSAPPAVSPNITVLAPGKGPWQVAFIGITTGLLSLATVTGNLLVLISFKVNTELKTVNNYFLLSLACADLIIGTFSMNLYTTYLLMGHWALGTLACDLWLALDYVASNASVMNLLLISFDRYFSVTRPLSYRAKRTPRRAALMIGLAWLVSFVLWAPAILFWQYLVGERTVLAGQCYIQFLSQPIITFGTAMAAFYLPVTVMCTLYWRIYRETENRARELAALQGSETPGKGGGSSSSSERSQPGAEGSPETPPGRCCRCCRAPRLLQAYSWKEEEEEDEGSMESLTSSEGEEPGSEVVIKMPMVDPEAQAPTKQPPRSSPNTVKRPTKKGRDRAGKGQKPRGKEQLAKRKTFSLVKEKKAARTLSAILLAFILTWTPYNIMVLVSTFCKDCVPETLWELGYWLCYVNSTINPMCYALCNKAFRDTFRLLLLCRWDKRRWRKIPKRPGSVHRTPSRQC
CHO-K1 Ca antag: nonselective inhibitor or artifact in parental CHO-K1 cells; AID 602250; 360,000 tested, 0.6% active; ATP-induced calcium, Fluo-8 fluorescence; inhibition, % at 3 µM;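 active = inhibition above a per-plate cutoff, the plate's mean sample inhibition plus 3 SD, cut at about 24% in these data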;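 also: 0% = DMSO plus EC80 ATP and 100% = DMSO alone without ATP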
M1 ag parental: counter-screen for M1 agonists: effect in parental CHO-K1 cells; Fluo-8 calcium fluorescence; scaled to maximal ATP response, vehicle zero; activation, % at 3 µM; 360,000 tested, 0.48% active; in the data active = activation above about 15%;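 also: untransfected CHO-K1 host cells lacking M1 receptor as counterscreen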
CHO parental Ca: ATP-evoked calcium signal inhibitors, parental CHO, primary screen, counter-screen for OX1R antagonist project, cell-based, fluorescence, Fluo-8 calcium dye | AID 463079, 2010 | inhibition, % at 5.6 µM | parental CHO-K1, ATP-induced calcium, Fluo-8 fluorescence | 330,000 tested, 0.63% active;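 active = inhibition above that plate's mean sample inhibition plus 3 SD, cut at about 26% in these data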;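 also: 0% = ATP-challenged DMSO wells and 100% = DMSO wells without ATP; some compounds past the cut are filed as inactive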
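Measured by: calcium-sensitive Fluo-8 fluorescence / Test system: CHO parental line / Controls: ATP-challenged DMSO wells low, unchallenged DMSO wells high / Measure: % inhibition / Compound: single nominal dose of 5.6 µM per compound / Replicates: single well per compound, no replicates / Reagent: ATP as calcium-mobilizing challenge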
OXTR potentiator: human OXTR potentiators, primary screen, fluorescence, CHO-OTR cells, Fluo-8 calcium. Fluo-8 calcium fluorescence, potentiator mode; 0% = oxytocin EC15, 100% = EC100. 320,000 tested, 0.061% active. activation, % at 3 µM. AID 2445, 2010;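 active = activation above that plate's cutoff, the mean activation of tested compounds plus 3 SD, cut at about 6.6% in these data, passing the limit was not always enough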;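 also: 100% uses oxytocin at 75 nM as the full agonist control; some results filed as inactive read as strong as hits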
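System: human OTR in CHO cells / Also added: sub-maximal oxytocin, roughly EC15 / Control set: EC15 oxytocin low, 75 nM oxytocin high / Schedule: 6 min compound pre-incubation at room temperature, 100 s kinetic read / Compound: single-point 3.0 µM / Replication: singlicate / Technique: Fluo-8 calcium dye fluorescence / Read-out basis: % activation of max/min ratio relative to oxytocin controls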
CHRM1 antagonist: human M1 muscarinic receptor antagonists, primary screen, CHO-K1 cells, Fluo-8 calcium fluorescence, 1536-well | inhibition, % at 3 µM | CHO-K1 hM1, ACh EC80 antagonist | AID 588852, 2011 | 360,000 tested, 1.3% active;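 active = percent inhibition above its own plate's cutoff, namely the mean of that plate's compound wells plus 3 SD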;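 also: peak over basal fluorescence ratio during 140 s after agonist addition; 0% = ACh EC80 plus DMSO and 100% = DMSO alone without agonist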
M1 PAM parental: nonselective calcium activators in parental CHO-K1 cells, primary screen, counter-screen for M1 PAM project, cell-based, Fluo-8 calcium fluorescence, full deck, 1536-well; activation, % at 3 µM; AID 602247, 2012; 360,000 tested, 0.02% active; ATP EC20; 0% at ATP EC20, 100% at ATP max;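 active = activation above the run cutoff, the mean activation of all test compounds plus 3 SD, cut at about 40% in these data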;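 also: peak over basal fluorescence ratio in a 140 s read after ATP addition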
TAAR1 ag: human TAAR1 agonists, primary screen, Fluo-8 calcium fluorescence, CHO RD-HGA16 cells; Trace amine-associated receptor 1 (Homo sapiens), Q96RJ0; vehicle wells 0%, saturating PEA agonist 100%; activation, % at 3 µM; 360,000 tested, 0.99% active; AID 624467, 2012;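 active = activation above the mean activation of all test compounds in the run plus 3 SD, cut at about 38% in these data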
Target sequence (Q96RJ0 whole entry, looked up): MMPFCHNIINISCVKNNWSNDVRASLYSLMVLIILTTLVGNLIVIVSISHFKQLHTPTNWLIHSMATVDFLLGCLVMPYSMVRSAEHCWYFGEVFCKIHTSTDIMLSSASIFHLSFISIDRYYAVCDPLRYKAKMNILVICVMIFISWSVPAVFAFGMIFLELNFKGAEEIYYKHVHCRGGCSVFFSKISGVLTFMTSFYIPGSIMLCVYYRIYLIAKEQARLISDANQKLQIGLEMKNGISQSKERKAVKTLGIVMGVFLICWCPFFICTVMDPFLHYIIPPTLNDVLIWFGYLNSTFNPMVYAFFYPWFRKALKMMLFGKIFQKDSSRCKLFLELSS
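Repeats: no replicates (n 1) | Material: CHO-derived RD-HGA16 cells with stable Gα16 and human TAAR1 | Technique: Kinetic Fluo-8 calcium fluorescence | Schedule: 17-24 h seeding, 75 min 37 °C dye, 30 min RT | Evaluation: % activation from peak over basal fluorescence ratio, DMSO-to-PEA scaled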
TAAR1 antagonist: human TAAR1 antagonists, primary screen, Fluo-8 calcium fluorescence, CHO RD-HGA16 cells; Trace amine-associated receptor 1 (Homo sapiens), Q96RJ0; antagonist; inhibition, % at 3 µM; 360,000 tested, 1.5% active; AID 624466, 2012;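 active = inhibition above a per-plate cutoff, the mean inhibition of test compounds on that plate plus 3 SD, cut at about 49% in these data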;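 also: 0% = DMSO plus EC80 beta-PEA response and 100% = DMSO alone without agonist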
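test system = CHO RD-HGA16 cells bearing hTAAR1 | replication = singlicate | controls = DMSO-only wells and EC80 β-PEA-stimulated wells | reagent = EC80 β-phenethylamine stimulus | read-out basis = percent inhibition of PEA-evoked calcium signal, max/basal emission ratio | schedule = seeding 17-24 h prior, 75-min 37 °C, 30-min RT dye loading | signal = kinetic Fluo-8 calcium fluorescence measurement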
Numbers without * were called inactive.

What do the screens show for `CCOC(=O)[C@]12CCC=C1N(CCC1=CCCCC1)C(=O)[C@H](CC(=O)N1CCOCC1)C2`?
CHO-K1 Ca antag: -7; M1 ag parental: 0.3; M1 PAM parental: 12; TAAR1 ag: 2; TAAR1 antagonist: -9

How did Cc1ccc(C)c2[nH]c(=O)c(CCNC(=O)Cc3cccs3)cc12 do in these assays?
CHRM1 agonist: -1; CHO-K1 Ca antag: -14; M1 ag parental: 0.7; CHO parental Ca: -14; OXTR potentiator: -7; CHRM1 antagonist: 6; M1 PAM parental: 8; TAAR1 ag: 2; TAAR1 antagonist: -5

What do the screens show for `CCC(C)[C@H]1COCCS(=O)(=O)N1Cc1ccc(C)cc1` (stereo not given in full)?
CHRM1 agonist: -14; CHO-K1 Ca antag: -17; M1 ag parental: -0.2; CHO parental Ca: -25; OXTR potentiator: -11; CHRM1 antagonist: 7; M1 PAM parental: 14; TAAR1 ag: 13; TAAR1 antagonist: -4

How did Cn1c(=O)n(C)c2cc([N+](=O)[O-])c(N3CCN(C(=O)c4ccc(Cl)cc4)CC3)cc21 do in these assays?
CHRM1 agonist: -2; CHO-K1 Ca antag: -16; M1 ag parental: 0.2; CHO parental Ca: -7; OXTR potentiator: -4; CHRM1 antagonist: -12; M1 PAM parental: 3; TAAR1 ag: 5; TAAR1 antagonist: 2

What do the screens show for `O=C(Cn1cnc2cc([N+](=O)[O-])ccc2c1=O)Nc1cccc(S(=O)(=O)N2CCCCC2)c1`?
CHRM1 agonist: -5; CHO-K1 Ca antag: -18; M1 ag parental: 0.6; CHRM1 antagonist: -3; M1 PAM parental: 16; TAAR1 ag: -1; TAAR1 antagonist: -4

Results for COCCN(CC(=O)NCc1ccc(OC)cc1)C(=O)CCC(=O)Nc1nccs1 ?
CHRM1 agonist: 0; CHO-K1 Ca antag: 5; M1 ag parental: 0.1; CHO parental Ca: -1; OXTR potentiator: -10; CHRM1 antagonist: -18; M1 PAM parental: -7; TAAR1 ag: 1; TAAR1 antagonist: -5

Results for COc1cc(OC)cc(C(=O)N2CCN(C(=O)c3cccnc3)CC2)c1 ?
CHRM1 agonist: -1; CHO-K1 Ca antag: -1; M1 ag parental: 0.0; CHO parental Ca: -6; OXTR potentiator: -3; CHRM1 antagonist: -7; M1 PAM parental: -2; TAAR1 ag: 1; TAAR1 antagonist: -14

How did CC(C)C(=O)Nc1cccc(-c2nc3ncccc3o2)c1 do in these assays?
CHRM1 agonist: 0; CHO-K1 Ca antag: 2; M1 ag parental: 1.1; CHO parental Ca: -9; OXTR potentiator: -8; CHRM1 antagonist: -14; M1 PAM parental: 2; TAAR1 ag: 1; TAAR1 antagonist: -12

What do the screens show for `C=CCN(c1ccc(C(=O)NC(C)C)cc1)S(C)(=O)=O`?
CHRM1 agonist: -5; CHO-K1 Ca antag: -7; M1 ag parental: 0.7; CHO parental Ca: -5; OXTR potentiator: -5; CHRM1 antagonist: 6; M1 PAM parental: 14; TAAR1 ag: 0; TAAR1 antagonist: 6

What do the screens show for `CC(C)N(C(=O)NC(=O)Nc1ccc(S(=O)(=O)N2CCCC2)cc1)S(C)(=O)=O`?
CHRM1 agonist: -6; CHO-K1 Ca antag: -16; M1 ag parental: 0.5; CHO parental Ca: 2; OXTR potentiator: 0; CHRM1 antagonist: 6; M1 PAM parental: 10; TAAR1 ag: 3; TAAR1 antagonist: -11

How did C=CCCC(=O)Nc1nc(C)c(-c2csc(Nc3cccc(OC)c3)n2)s1 do in these assays?
CHRM1 agonist: -5; CHO-K1 Ca antag: -12; M1 ag parental: 0.1; CHO parental Ca: -20; OXTR potentiator: -8; CHRM1 antagonist: 6; M1 PAM parental: 3; TAAR1 ag: 3; TAAR1 antagonist: 9

How did Cn1c(=O)c2c(nc(CN3CCOCC3)n2CCc2ccccc2)n(C)c1=O do in these assays?
CHRM1 agonist: -2; CHO-K1 Ca antag: -15; M1 ag parental: 0.3; CHO parental Ca: -10; OXTR potentiator: -5; CHRM1 antagonist: -5; M1 PAM parental: 15; TAAR1 ag: 0; TAAR1 antagonist: 7

Part of the list above in order of number of heavy atoms, largest number first.
What do the screens show for `CCOC(=O)[C@]12CCC=C1N(CCC1=CCCCC1)C(=O)[C@H](CC(=O)N1CCOCC1)C2`?
CHO-K1 Ca antag: -7; M1 ag parental: 0.3; M1 PAM parental: 12; TAAR1 ag: 2; TAAR1 antagonist: -9

Results for COCCN(CC(=O)NCc1ccc(OC)cc1)C(=O)CCC(=O)Nc1nccs1 ?
CHRM1 agonist: 0; CHO-K1 Ca antag: 5; M1 ag parental: 0.1; CHO parental Ca: -1; OXTR potentiator: -10; CHRM1 antagonist: -18; M1 PAM parental: -7; TAAR1 ag: 1; TAAR1 antagonist: -5

How did CC(C)C(=O)Nc1cccc(-c2nc3ncccc3o2)c1 do in these assays?
CHRM1 agonist: 0; CHO-K1 Ca antag: 2; M1 ag parental: 1.1; CHO parental Ca: -9; OXTR potentiator: -8; CHRM1 antagonist: -14; M1 PAM parental: 2; TAAR1 ag: 1; TAAR1 antagonist: -12

The listing continues.
Results for COc1ccc(-c2c(C#Cc3ccc(N(C)C)cc3)c3ccccc3n2C)cc1 ?
CHRM1 agonist: -8; CHO-K1 Ca antag: -13; M1 ag parental: 0.1; CHO parental Ca: 0; OXTR potentiator: -4; CHRM1 antagonist: -3; M1 PAM parental: 6; TAAR1 ag: -1; TAAR1 antagonist: 23

What do the screens show for `CCOC(=O)C1=C(C)N(C)C(=O)NC1c1cccc2ccccc12` (stereo not given)?
CHRM1 agonist: -4; CHO-K1 Ca antag: -11; M1 ag parental: 1.1; CHO parental Ca: -23; OXTR potentiator: 7; CHRM1 antagonist: -18; M1 PAM parental: 15; TAAR1 ag: -1; TAAR1 antagonist: 4

What do the screens show for `CC(=O)Nc1ccc(S(=O)(=O)N2CCC(C(=O)c3ccc(Cl)cc3)CC2)cc1`?
CHRM1 agonist: -1; CHO-K1 Ca antag: 12; M1 ag parental: 4.8; CHO parental Ca: 7; OXTR potentiator: -15; CHRM1 antagonist: 1; M1 PAM parental: -27; TAAR1 ag: 3; TAAR1 antagonist: 7

How did O=c1c2ccccc2nnn1CSc1nnnn1-c1ccccc1 do in these assays?
CHRM1 agonist: -1; CHO-K1 Ca antag: 2; M1 ag parental: 0.9; CHO parental Ca: 2; OXTR potentiator: 3; CHRM1 antagonist: 6; M1 PAM parental: -4; TAAR1 ag: 6; TAAR1 antagonist: 13

What do the screens show for `CC(=O)c1sc(-c2ccc(F)cc2)cc1NS(=O)(=O)c1ccc(C)cc1`?
CHRM1 agonist: -3; CHO-K1 Ca antag: -13; M1 ag parental: 1.2; CHO parental Ca: -9; OXTR potentiator: -4; CHRM1 antagonist: -10; M1 PAM parental: 24; TAAR1 ag: 0; TAAR1 antagonist: -10

Results for CCOc1ccc(NC(=O)C(Cc2ccccc2)NC(=O)C2CCCCC2)cc1 (stereo not given) ?
CHRM1 agonist: -7; CHO-K1 Ca antag: -3; M1 ag parental: 1.1; CHO parental Ca: -20; OXTR potentiator: 0; CHRM1 antagonist: -3; M1 PAM parental: 23; TAAR1 ag: 0; TAAR1 antagonist: -4

Results for CCCCN1C2CCCC1CC(NC(=O)c1ccc(OC)c(OC)c1)C2 (stereo not given) ?
CHRM1 agonist: -4; CHO-K1 Ca antag: -20; M1 ag parental: 1.2; CHO parental Ca: -22; OXTR potentiator: -1; CHRM1 antagonist: -19; M1 PAM parental: 20; TAAR1 ag: 15; TAAR1 antagonist: -1

How did CCC1(O)CC(c2ccccc2)=NN1C(=O)c1ccccc1F (stereo not given) do in these assays?
CHRM1 agonist: -3; CHO-K1 Ca antag: -14; M1 ag parental: 1.4; CHO parental Ca: -22; OXTR potentiator: -1; CHRM1 antagonist: -6; M1 PAM parental: 16; TAAR1 ag: 0; TAAR1 antagonist: -10

How did Cc1c(C(=O)N2CCN(c3ccccn3)CC2)sc2ncnc(N3CCOCC3)c12 do in these assays?
CHRM1 agonist: -4; CHO-K1 Ca antag: -19; M1 ag parental: 2.0; CHO parental Ca: -13; OXTR potentiator: -3; CHRM1 antagonist: -34; M1 PAM parental: 14; TAAR1 ag: 2; TAAR1 antagonist: 5

How did COc1ccccc1CNC(=O)C1CCC(CNc2c(N3CCCCC3)c(=O)c2=O)CC1 (stereo not given) do in these assays?
CHRM1 agonist: 1; CHO-K1 Ca antag: -10; M1 ag parental: 0.5; CHO parental Ca: -19; OXTR potentiator: -4; CHRM1 antagonist: -3; M1 PAM parental: 19; TAAR1 ag: 3; TAAR1 antagonist: -25

How did CCOC(=O)c1sc2cccc(F)c2c1N do in these assays?
CHRM1 agonist: -9; CHO-K1 Ca antag: -12; M1 ag parental: -0.9; CHO parental Ca: -13; OXTR potentiator: -5; CHRM1 antagonist: -7; M1 PAM parental: 7; TAAR1 ag: -3; TAAR1 antagonist: -1

How did C(=C(c1ccccc1)c1ccccc1)c1ccccn1 do in these assays?
CHRM1 agonist: -6; CHO-K1 Ca antag: -6; M1 ag parental: -0.5; CHO parental Ca: -24; OXTR potentiator: 1; CHRM1 antagonist: -3; M1 PAM parental: -8; TAAR1 ag: 27; TAAR1 antagonist: 25

Results for Cc1cccc(-c2noc(Cc3ccccc3)n2)c1 ?
CHRM1 agonist: -3; CHO-K1 Ca antag: -19; M1 ag parental: 0.0; CHO parental Ca: -13; OXTR potentiator: 6; CHRM1 antagonist: -13; M1 PAM parental: 22; TAAR1 ag: 3; TAAR1 antagonist: -2

What do the screens show for `CC(C)CCNC(=O)c1ccc2c(SCC(=O)O)c3c(nc2c1)CCC3`?
CHRM1 agonist: -4; CHO-K1 Ca antag: -2; M1 ag parental: 0.3; CHO parental Ca: -12; OXTR potentiator: 1; CHRM1 antagonist: -18; M1 PAM parental: 0; TAAR1 ag: 0; TAAR1 antagonist: -5

Compound activity: PubChem, The Scripps Research Institute Molecular Screening Center
